# Screening results deposited in PubChem BioAssay by several laboratories.
# PHOSPHO1 inh – inhibitors of human PHOSPHO1 phosphatase; Q8TCT1; recombinant PHOSPHO1, absorbance phosphatase assay; inhibition, % at 13.3 µM; 290,000 compounds, 1.1% hits; AID 1565; in the data active means inhibition above about 60%
# Target sequence (Q8TCT1 whole entry, looked up): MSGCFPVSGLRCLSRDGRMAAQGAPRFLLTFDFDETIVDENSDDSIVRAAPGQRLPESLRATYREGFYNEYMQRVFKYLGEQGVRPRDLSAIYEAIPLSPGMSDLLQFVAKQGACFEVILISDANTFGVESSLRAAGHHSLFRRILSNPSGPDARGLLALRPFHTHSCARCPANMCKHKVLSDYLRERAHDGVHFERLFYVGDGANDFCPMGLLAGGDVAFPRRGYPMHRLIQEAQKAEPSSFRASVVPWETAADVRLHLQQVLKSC
# GPR7 antagonist – human neuropeptides B/W receptor 1 antagonism. GPR7-expressing cells, fluorescence antagonist assay. AID 1861. P48145. 290,000 compounds, 1.1% hits. inhibition, % at 4.4 µM; in the data active means inhibition above about 16%, passing the limit was not always enough;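 further: cells stimulated with the agonist NPW; 0% = agonist with vehicle and 100% = vehicle without agonist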
# Target sequence (P48145 whole entry, looked up): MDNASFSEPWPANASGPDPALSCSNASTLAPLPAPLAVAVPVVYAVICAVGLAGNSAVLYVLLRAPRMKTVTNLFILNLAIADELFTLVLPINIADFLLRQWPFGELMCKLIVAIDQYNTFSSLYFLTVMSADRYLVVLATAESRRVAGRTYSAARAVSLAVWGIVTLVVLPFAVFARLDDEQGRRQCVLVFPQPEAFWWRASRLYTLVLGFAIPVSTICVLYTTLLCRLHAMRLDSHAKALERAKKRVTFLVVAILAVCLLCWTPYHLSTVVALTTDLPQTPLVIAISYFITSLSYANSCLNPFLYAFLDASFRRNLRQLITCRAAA
# V1aR counter – activates human V1a receptor in oxytocin agonist counter-screen; P37288; CHO-V1R cells, Fluo-8 calcium fluorescence, agonist mode; 0% DMSO, 100% 3 nM vasopressin; activation, % at 3 µM; 320,000 compounds, 0.25% hits;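 active means activation above the mean activation of all tested compounds plus 3 SD, per screening run, cut at about 20% in these data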;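 further: signal is peak over basal fluorescence ratio across a 100 second FLIPR read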
# OXTR agonist – activates the human oxytocin receptor. P30559. CHO-OTR cells, Fluo-8 calcium fluorescence; normalized: DMSO 0%, oxytocin 100%. 320,000 compounds, 0.32% hits. activation, % at 3 µM. AID 2435;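 active means activation above the mean of all tested compounds plus 3 SD, cutoff set per screening run, cut at about 20% in these data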;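 further: peak over basal fluorescence ratio from a 100 s FLIPR kinetic read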
# HCV NS3 hel inh – inhibitors of Hepatitis C virus NS3 helicase. NS3 helicase DNA unwinding, Cy5 molecular beacon fluorescence. inhibition, % at 10.9 µM. 290,000 compounds, 0.56% hits;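 active means inhibition above the mean of all tested compounds plus 3 SD, set per campaign, cut at about 35% in these data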;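 further: 0% = DMSO wells and 100% = thioflavine S control wells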
#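 test system = hepatitis C virus NS3 helicase domain fragment enzyme | reagent = annealed dual-labelled DNA beacon duplex, ATP-started | times = 1 h at 25 °C | detection = Cy5 fluorescence, 0 and 60 min reads | read-out basis = percent inhibition from t60/t0 fluorescence ratio | control set = DMSO and thioflavine S | replication = one well per compound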
# GalR3 antag – antagonists of human GalR3. O60755. inhibition, % at 3 µM. 360,000 compounds, 0.44% hits. HEK293 GalR3-CNG cAMP membrane potential fluorescence; galR3 body fused to GalR1 C-terminus;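 active means inhibition above the screen-wide average plus 3 SD, cut at about 13% in these data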;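 further: forskolin and galanin both at EC90 stimulate the cells; cAMP rise reported by CNG channel membrane potential dye signal; 0% = forskolin plus galanin with DMSO and 100% = forskolin alone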
# Target sequence (O60755 1-299 limits assumed): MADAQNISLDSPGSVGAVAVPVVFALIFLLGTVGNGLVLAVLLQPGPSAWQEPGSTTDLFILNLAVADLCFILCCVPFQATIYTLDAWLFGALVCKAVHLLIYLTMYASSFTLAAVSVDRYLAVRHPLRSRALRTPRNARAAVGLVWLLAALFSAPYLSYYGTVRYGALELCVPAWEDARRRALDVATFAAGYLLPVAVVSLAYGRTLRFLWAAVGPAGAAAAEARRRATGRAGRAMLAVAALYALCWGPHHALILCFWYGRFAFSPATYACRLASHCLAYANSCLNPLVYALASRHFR
# VIM-2 inh – inhibitors of Pseudomonas aeruginosa VIM-2 metallo-beta-lactamase; purified VIM-2, nitrocefin hydrolysis, epi-absorbance fluorescence; inhibition, % at 5.6 µM; 290,000 compounds, 0.89% hits; AID 1527;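 active means inhibition above the mean of all tested compounds plus 3 SD, cutoff set per screening run, cut at about 7.5% in these data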;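 further: red hydrolysis product quenches plate fluorescence so inhibitors raise well fluorescence; 0% = enzyme with DMSO and 100% = DMSO without enzyme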
# IMP-1 inh – blocks Pseudomonas aeruginosa IMP-1 metallo-beta-lactamase | purified IMP-1, nitrocefin hydrolysis, epi-absorbance fluorescence | inhibition, % at 5.6 µM | 290,000 compounds, 0.45% hits;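 active means inhibition above the mean plus 3 SD of all compounds in the same screening run, cut at about 4.5% in these data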;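 further: 0% = IMP-1 with DMSO and 100% = DMSO wells lacking enzyme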
#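 Assay system: purified recombinant IMP-1 beta-lactamase. Input: IMP-1 0.2 nM before substrate addition. Buffer or medium: Zinc- and detergent-supplemented HEPES buffer, pH 7.1. Schedule: 25 °C, 15 min preincubation, 25 min reaction. Signal: Epi-absorbance fluorescence, 480 nm excitation, 530 nm emission. Evaluation: percent inhibition from optical density relative to buffer-blank wells.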
# DNA FID counter – displaces DNA intercalator in HCV helicase counter-screen; DNA fluorescent intercalator displacement, fluorescence; inhibition, % at 7.9 µM; 290,000 compounds, 0.17% hits; AID 1845; in the data active means inhibition above about 37%;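 further: 0% = vehicle and 100% = reference compound; higher means more ethidium bromide displaced from hairpin DNA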
# * hit, by the source's call; x = not tested or not shown; & = joins results of further samples.
SMILES,PHOSPHO1 inh,GPR7 antagonist,V1aR counter,OXTR agonist,HCV NS3 hel inh,GalR3 antag,VIM-2 inh,IMP-1 inh,DNA FID counter
OC1(Cc2ccccc2)CCNCC1,42&39,-18&-9,0.9,-0.2,-3&2,-3,-1.7&-0.9,-2.7&-1.9,-5&1
COc1ccc(N2C(=O)C3[C@@H](C2=O)C2(Cl)C(Cl)=C(Cl)C3(Cl)C2(OC)OC)cc1 (stereo partly specified),4,-8,-0.2,-0.3,-2,1,-0.8,-3.7,-20
Cc1ccc(Cc2cnc(NC(=O)/C(C#N)=C/c3ccc(-c4ccccc4[N+](=O)[O-])o3)s2)cc1,23,7,3.4,0.2,0,6,-3.0,-4.3,-2
Cc1ccc(C)c(NC(=O)C2CC(O)CN2C(=O)OCc2ccccc2)c1 (stereo unspecified),7,-1,1.2,-1.4,5,2,-2.4,-2.3,-6
Cc1ccc(S(=O)(=O)N2CCN(c3ncnc4sccc34)CC2)cc1,24,6,14,11,-4,-4,2.3,-2.9,-24
CCOC(=O)N1CCN(c2c(NCCCOC(C)C)c(=O)c2=O)CC1,6,-5,0.6,-0.4,9,1,-1.9,-3.4,-7
Cc1cccc(Oc2cnn(C(C)(C)C)c(=O)c2Cl)c1,2,-19,0.9,-0.9,-11,-5,-4.0,-5.4,-10
COc1cccc(OC)c1OCCNCCO,36,-4,1.0,0.2,-13,-3,-0.2,-1.6,5
CCCN1CCC(NC(=S)Nc2ccc(S(N)(=O)=O)cc2)CC1,6,-19,1.2,1.1,1,-2,-0.4,-1.7,1
CCCC(=O)N(CCN1CCOCC1)c1nc2c(C)ccc(C)c2s1,-3,8,2.0,1.1,-17,-8,-2.2,-2.4,-20
CCC(=O)Nc1c(-c2ccc(C)cc2)c(=O)c2ccccc2n1C,32,4,x,x,10,-10,-1.9,-2.6,0
COc1ccc(N2CCN(C(=O)CCN3C(=O)C4C5C=CC(C5)C4C3=O)CC2)cc1 (stereo unspecified),8,-11,0.9,-0.1,14,-3,-1.4,-4.5,-19
CCCOP(=O)(OCCC)C(NC(=O)C(C)(C)C)c1ccccc1 (stereo unspecified),-2,2,0.4,0.0,-4,-4,-0.7,-1.8,-16
COc1ccc(C)cc1-n1nnnc1SCC(=O)NC(=O)NCc1ccco1,3,-3,-0.9,-0.6,1,-2,-1.6,-2.6,-13
COc1ccc(CNC2CCCc3ccccc32)cc1OC (stereo unspecified),-2,-2,1.2,1.7,-12,2,-0.9,-3.1,8
COc1ccc(N2CCN(CC(=O)Nc3nc(C)cs3)CC2)cc1,14,-16,0.7,-0.3,6,-3,-3.0,-1.2,4
O=C(NCc1ccc2c(c1)OCO2)C1CCN(S(=O)(=O)c2ccc(F)cc2)CC1,26,-10,4.1,0.3,-3,1,-0.6,-1.7,-25
COc1ccc(OCCNC(=O)C(c2ccccc2)c2ccccc2)cc1,48,15,-0.7,-1.9,-3,0,-0.7,-1.1,-22
CCN1CCc2c(OCc3ccc(C)cc3)cccc2C1=O,-5,-15,-1.4,-2.8,5,-5,-3.3,-1.1,-33
O=C(Nc1ccc(N2CCCC2)c(Cl)c1)c1cccnc1,-6,-9,-0.7,-0.2,-9,-3,-1.1,-0.7,-2
Cc1ccc(CNc2nc3c([nH]2)c(=O)n(C)c(=O)n3C)cc1,-2,0,0.0,-1.3,1,5,-2.8,-3.1,-4
CC(=O)n1cc([C@@H]2C=C(C(=O)N3CCN(Cc4ccc5c(c4)OCO5)CC3)O[C@H](OCCCCO)C2)c2ccccc21,4,7,4.5,5.5,-26,5,0.3,-1.3,-28
O=C(Nc1ccc(S(=O)(=O)N2CCOCC2)cc1)C1CC(=O)N(c2ccc(F)cc2)C1 (stereo unspecified),36,-1,0.8,0.1,4,-9,-3.1,-3.1,-17
O=C(CSc1nc(-c2ccccc2)nc2c1CCCC2)N1CCOCC1,-5,-2,-0.5,-0.2,1,-3,-4.3,-3.1,-3
COc1ccccc1N(CN1CCCC1=O)C(=O)COc1ccccc1,11,-9,-0.5,-1.1,-4,0,-0.7,3.1,-6

# Pulled one by one from the entries so far (5):
SMILES,PHOSPHO1 inh,GPR7 antagonist,V1aR counter,OXTR agonist,HCV NS3 hel inh,GalR3 antag,VIM-2 inh,IMP-1 inh,DNA FID counter
O=C(CSc1nc(-c2ccccc2)nc2c1CCCC2)N1CCOCC1,-5,-2,-0.5,-0.2,1,-3,-4.3,-3.1,-3
CCOC(=O)N1CCN(c2c(NCCCOC(C)C)c(=O)c2=O)CC1,6,-5,0.6,-0.4,9,1,-1.9,-3.4,-7
OC1(Cc2ccccc2)CCNCC1,42&39,-18&-9,0.9,-0.2,-3&2,-3,-1.7&-0.9,-2.7&-1.9,-5&1
Cc1ccc(CNc2nc3c([nH]2)c(=O)n(C)c(=O)n3C)cc1,-2,0,0.0,-1.3,1,5,-2.8,-3.1,-4
COc1ccc(CNC2CCCc3ccccc32)cc1OC (stereo unspecified),-2,-2,1.2,1.7,-12,2,-0.9,-3.1,8

# Continued.
SMILES,PHOSPHO1 inh,GPR7 antagonist,V1aR counter,OXTR agonist,HCV NS3 hel inh,GalR3 antag,VIM-2 inh,IMP-1 inh,DNA FID counter
Cc1ccc(C(=O)N/N=C\c2cccs2)cn1,-12,-10,-0.4,-0.8,11,-5,-2.7,-2.2,-3
COc1ccc(C(C)=O)cc1COC(=O)c1cc(C)oc1C,-19,11,-1.4,-2.4,0,-4,-2.0,-1.0,-18
CCOCCCNC(=O)CN1C(=O)COc2ccc(S(=O)(=O)N3CCOCC3)cc21,34,-16,-0.1,-0.1,9,-6,-3.2,-2.7,-4
O=C(Nc1ccc2nc3n(c(=O)c2c1)CCCCC3)c1ccccc1Cl,0,-9,1.9,-0.2,-9,1,-0.7,-1.1,-17
COCCNC(=O)C(OC(=O)c1nsc(Cl)c1Cl)C(C)C (stereo unspecified),2,-7,0.3,-0.4,0,1,1.1,0.0,-5
O=C(N/N=C/c1coc2ccc(Cl)cc2c1=O)c1cc(O)cc(O)c1,16,-20,x,x,22,-1,-9.7,-5.7,-12
N#C/C(=C/c1ccc(-c2ccccc2[N+](=O)[O-])o1)C(=O)NCCN1CCCCC1,46,3,0.0,-1.0,-13,-4,3.8,-1.4,22
O=C(CC1C(=O)NCCN1C(=O)Nc1ccc(F)cc1F)Nc1ccc(F)cc1 (stereo unspecified),6,-9,0.1,0.9,-9,-5,-2.1,-2.2,-1
Cc1ccc(S(=O)(=O)Nc2cc(C)c(O)c(S(=O)(=O)c3ccc(C)cc3)c2)cc1,-16,15,-0.3,-1.2,-2,-3,-1.1,-1.9,-13
C=CCN(C(=O)c1csnn1)C(C(=O)NC1CCCC1)c1cccs1 (stereo unspecified),28,7,-0.4,-1.1,0,-8,-2.2,-0.2,-8
COc1ccc(/C=C/C(=O)N2CCNC(=O)C2)c(OC)c1,9,-3,0.4,-0.1,6,-7,-0.9,-1.2,-1
Cc1ccc(N=C2C(=O)Nc3c(C)cccc32)cc1,14,-11,1.6,1.3,4,-3,0.3,-4.0,-4
Cc1ccc(S(=O)(=O)NC(C)C(=O)Nc2ccc3c(c2)OCO3)cc1 (stereo unspecified),35,-15,0.7,1.6,30,-9,-3.2,0.1,-12
CCOC(=O)c1c(S(=O)(=O)N2CCN(c3ccc(F)cc3)CC2)c(C)n(C)c1C,30,2,-0.3,-1.2,-1,-2,-1.4,-5.1,-43
CC(=O)NCc1cc(-c2ccc(Cl)cc2)no1,6,-8,0.5,0.8,-3,-4,-1.7,-1.2,-2
Cc1c(Cl)cccc1N1C(=O)CC(NNC(=O)c2cccs2)C1=O (stereo unspecified),37,-1,1.0,0.8,29,0,-1.5,-3.1,5
COc1cc(NC(=O)C2=C(N3CCOCC3)/C(=C\c3ccc(Cl)cc3Cl)CC2)cc(OC)c1OC,-2,4,-0.2,-1.8,19,4,2.1,2.0,-34
COc1ccc2c(C)c(CCC(=O)NC3CC3)c(=O)oc2c1,19,2,2.5,2.3,0,-9,-2.6,-4.1,-6
O=C1COc2ccc(S(=O)(=O)NCCc3ccc(Cl)cc3)cc2N1,23,-8,3.3,2.3,-9,-9,-3.7,-3.0,-14
CCC(C)CCN1C(Nc2ccccc2)=NC[C@@H]1CC(C)C (stereo partly specified),-2,27,0.6,4.7,-23,-10,-1.7,1.5,6
Cn1c2c(c(=O)n(C)c1=O)NC1(N2)C(=O)Nc2ccccc21 (stereo unspecified),8,-9,-0.1,0.5,2,-9,-0.4,-1.7,-1
O=c1[nH]cc(COCC(F)CCl)c(=O)[nH]1 (stereo unspecified),20,0,-0.4,0.3,3,-3,1.0,0.8,-5
O=C(CN1C(=O)NC2NC(=O)NC21)N/N=C/c1ccc(F)cc1 (stereo unspecified),20,-7,-0.2,0.8,-16,-3,-3.9,-4.5,-6
COc1ccccc1CC(=O)Nc1ccc2nc(C)sc2c1,-9,14,-0.1,-1.2,11,-2,-3.5,-4.2,-2
CCCc1cn(S(=O)(=O)c2ccc(OC)cc2OC)nc1N,3,-17,-0.5,-1.7,-2,3,0.0,-2.0,-4

# (continued)
SMILES,PHOSPHO1 inh,GPR7 antagonist,V1aR counter,OXTR agonist,HCV NS3 hel inh,GalR3 antag,VIM-2 inh,IMP-1 inh,DNA FID counter
COc1cc2c(cc1OC)CC(=O)N(C)CC2,6,-13,0.4,-0.3,16,-2,-4.2,-2.4,2
COc1cccc(C2=CC(c3ccc(C)cc3)n3ncnc3N2)c1 (stereo unspecified),-15,3,2.1,0.7,-11,x,1.8,-3.8,-5
COCCNC(=O)CN(Cc1ccco1)C(=O)CCC(=O)Nc1nccs1,32,-4,0.8,0.9,-5,-2,-4.5,-2.1,-6
COc1ccc(-c2nnn(CC(=O)N(Cc3ccco3)C(C(=O)NCC3CCCO3)c3ccco3)n2)cc1 (stereo unspecified),-12,18,0.1,-0.9,45*,-4,1.4,1.3,-37
COc1ccc(CNC(=O)CN(Cc2ccccc2)C(=O)c2csnn2)cc1,26,4,0.7,-0.4,9,-4,-3.6,-3.1,-9
CCc1c(C(=O)NC(C)C2CCCO2)csc1C (stereo unspecified),28,5,1.1,0.6,0,-2,0.1,-1.8,-4
COc1cccc(NC(=O)c2cc(-c3ccncc3)nc3c(C)cc(C)cc23)c1,42,-20,0.7,-0.5,-15,-6,-2.5,-2.3,-15

# Four compounds already listed, sorted by the value under PHOSPHO1 inh, descending:
mol | PHOSPHO1 inh
CCOCCCNC(=O)CN1C(=O)COc2ccc(S(=O)(=O)N3CCOCC3)cc21 | 34
Cc1ccc(S(=O)(=O)N2CCN(c3ncnc4sccc34)CC2)cc1 | 24
O=C(CN1C(=O)NC2NC(=O)NC21)N/N=C/c1ccc(F)cc1 (stereo unspecified) | 20
COc1ccccc1CC(=O)Nc1ccc2nc(C)sc2c1 | -9
